Source: PubChem BioAssay (several laboratories)
STAT1 inh = STAT1 signaling inhibitors, primary screen, cell-based, HTS, luciferase reporter; actives 0.35% (n = 200,000); AID 920, 2007; inhibition, % at 5.5 µM; NIH 3T3 STAT1-luciferase reporter, IFN-gamma, luminescence;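 active = inhibition above a set limit, the mean inhibition across all tested compounds plus 3 SD, cut at about 34% in these data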;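 also: 0% = IFN-gamma with DMSO and 100% = IFN-gamma with 300 µM nifuroxazide; values of inactives mirror those of a sister screen read the other way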
STAT1 activator = STAT1 signaling activators, primary screen, cell-based, HTS, luciferase reporter; NIH 3T3 STAT1-luciferase reporter, IFN-gamma, luminescence; 100% = IFN-gamma alone, no compound; activation (% of control), % at 5.5 µM; actives 2.6% (n = 200,000); AID 932, 2007;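 active = activation above the screen-wide mean activation plus 3 SD, cut at about 130% in these data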;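 also: raw ratio to IFN-gamma control signal so 100% means no change and 0% no light; values of inactives mirror those of a sister screen read the other way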
STAT3 inh = IL-6 driven STAT3 reporter inhibitors, primary screen, U3A cells, luciferase, luminescence, MLSCN library. IL-6 STAT3-luciferase reporter; host cell line lacks STAT1. actives 0.89% (n = 190,000). inhibition, % at 5.5 µM;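 active = inhibition above the mean inhibition across all screened compounds plus 3 SD, cut at about 44% in these data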;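 also: 0% = DMSO only wells and 100% = 100 µM nifuroxazide control wells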
Diaph inh CS = diaphorase inhibitors and chemical oxidizers, primary screen, counter-screen for diaphorase-coupled primary assays, biochemical, uHTS, resorufin fluorescence; actives 0.69% (n = 190,000); diaphorase resazurin-to-resorufin fluorescence, NADH, 16 min; bacterial (C. kluyveri) enzyme, not human; AID 1217, 2008; inhibition, % at 20 µM;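 active = primary screen inhibition at 20 µM above a set limit, cut at about 50% in these data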;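 also: plate controls were DMSO with full reaction for no effect and wells lacking NADH for full effect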
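controls = No-NADH positive control and DMSO neutral control | system = Clostridium kluyveri diaphorase enzyme | timing = reaction incubation of 16 min at room temperature | signal = resorufin fluorescence 544/590 nm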
Hsp70 act = Hsp70 transcriptional activators, primary screen, cell-based, HeLa, Hsp70 promoter luciferase, luminescence, 10 µM; HeLa Hsp70 promoter luciferase reporter; scaled: vehicle 0, proteasome-inhibitor control 100%; actives 0.04% (n = 200,000); activation, % at 10 µM;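 active = activation above the mean across all tested compounds plus 3 SD, cutoff set per campaign, cut at about 5.5% in these data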;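 also: 100% = MG132 at 30 µM as the positive control and 0% = DMSO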
APP transl inh = inhibitors of APP translation via 5'UTR reporter, primary screen, APP 5'UTR luciferase, SH-SY5Y cells. SH-SY5Y APP 5'UTR-luciferase reporter, luminescence. inhibition, % at 2 µM. actives 0.82% (n = 190,000);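 active = inhibition above a set limit, derived from the sample mean plus 3 SD, cut at about 45% in these data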; also: values of inactives mirror those of a sister screen read the other way
Diaphorase act = compounds boosting diaphorase resazurin reduction – biochemical, uHTS, resorufin fluorescence, counter-screen for diaphorase-coupled primary assays, primary screen; AID 1229, 2008; actives 0.005% (n = 190,000); activation factor at 20 µM; Diaphorase/resazurin coupled assay, 16 min; active compounds read high; 1 = vehicle wells, 0 = NADH-free wells;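 active = diaphorase activity raised at least twofold by the compound at 20 µM; inactive = activation factor below 2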
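Material: Clostridium kluyveri diaphorase, purified enzyme; Quantity: enzyme 0.07 U/mL final; Medium: HEPES pH 7.4 buffer with MgCl2 and Tween 20; Dosing: single compound dose of 20 µM, 1% DMSO final; Schedule: 16 min reaction at room temperature; Measured by: red resorufin fluorescence at 544/590 nm excitation/emission.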
G6PDH CS = L. mesenteroides G6PDH inhibitors, counter-screen for G6PDH-coupled screening assays, biochemical, Leuconostoc mesenteroides enzyme. glucose-6-phosphate dehydrogenase [Leuconostoc mesenteroides]. Purified L. mesenteroides G6PDH, diaphorase/resazurin coupled fluorescence, 45 min. inhibition, % at 5 µM. actives 0.12% (n = 200,000). AID 1020, 2008; in the data active = inhibition above about 50%
TLR4 MyD88 comp = inhibitors of TLR4-MyD88 association in cells, primary screen, cell-based, HeLa CL3-4, BLA complementation, FRET ratio | inhibition, % at 8.4 µM | Toll-like receptor 4 (Homo sapiens) + Myeloid differentiation primary response protein … | actives 0.18% (n = 200,000) | HeLa CL3-4 TLR4/MyD88 BLA complementation; in the data active = inhibition above about 25%;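 also: 0% = vehicle and 100% = reference inhibitor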
Target sequence (O00206 whole entry, looked up): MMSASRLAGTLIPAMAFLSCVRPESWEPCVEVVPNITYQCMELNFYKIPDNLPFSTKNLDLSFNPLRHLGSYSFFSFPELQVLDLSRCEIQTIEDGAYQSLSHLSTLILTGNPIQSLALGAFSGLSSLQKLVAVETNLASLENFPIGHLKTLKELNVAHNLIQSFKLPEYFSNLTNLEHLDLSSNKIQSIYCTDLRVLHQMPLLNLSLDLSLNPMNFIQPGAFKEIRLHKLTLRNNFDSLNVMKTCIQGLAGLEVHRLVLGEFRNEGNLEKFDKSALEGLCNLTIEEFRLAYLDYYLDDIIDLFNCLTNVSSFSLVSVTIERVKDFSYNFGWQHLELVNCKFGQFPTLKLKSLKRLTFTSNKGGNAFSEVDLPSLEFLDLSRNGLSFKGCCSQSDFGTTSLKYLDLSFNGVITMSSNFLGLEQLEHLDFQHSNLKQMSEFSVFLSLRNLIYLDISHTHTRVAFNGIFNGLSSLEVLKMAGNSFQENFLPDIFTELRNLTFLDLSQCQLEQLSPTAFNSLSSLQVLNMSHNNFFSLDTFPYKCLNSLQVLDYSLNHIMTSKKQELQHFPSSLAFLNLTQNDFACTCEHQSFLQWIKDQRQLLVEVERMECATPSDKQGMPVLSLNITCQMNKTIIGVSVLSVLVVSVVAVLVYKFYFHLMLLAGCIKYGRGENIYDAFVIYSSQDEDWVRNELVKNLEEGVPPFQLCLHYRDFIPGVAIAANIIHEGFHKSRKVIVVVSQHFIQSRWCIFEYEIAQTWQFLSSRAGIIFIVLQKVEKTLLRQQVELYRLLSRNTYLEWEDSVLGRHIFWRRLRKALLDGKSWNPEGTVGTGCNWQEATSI
Target sequence (Q99836 whole entry, looked up): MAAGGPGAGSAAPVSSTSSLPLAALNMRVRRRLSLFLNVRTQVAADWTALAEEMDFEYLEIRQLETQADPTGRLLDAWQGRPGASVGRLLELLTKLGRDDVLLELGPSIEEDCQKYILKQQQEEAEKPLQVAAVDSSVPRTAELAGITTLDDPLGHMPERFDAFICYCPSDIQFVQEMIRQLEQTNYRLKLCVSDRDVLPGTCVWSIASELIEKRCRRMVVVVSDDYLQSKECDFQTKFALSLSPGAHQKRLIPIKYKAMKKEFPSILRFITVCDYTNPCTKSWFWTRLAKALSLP
STAT3 act = IL-6 driven STAT3 reporter potentiators, primary screen, U3A cells, luciferase, luminescence, MLSCN library. AID 871, 2007. IL-6 STAT3-luciferase reporter; 100% = signal with IL-6 EC80 alone. activation (% of control), % at 5.6 µM. actives 0.91% (n = 190,000);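 active = activation above the screen-wide mean of compound activation plus 3 SD, cut at about 130% in these data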;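 also: 0% = background luminescence of wells with medium and substrate only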
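Detection: reporter luminescence signal / Assay system: STAT1-lacking human U3A cells, STAT3 luciferase reporter / Incubation: compound pre-incubation 1 h before IL-6, then 6 h stimulation at 37 °C / Control set: IL-6-only high control / Read-out: % activation relative to IL-6 control / Probe or stimulus: Interleukin-6, 33 ng/mL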
* hit, by the source's call; . = not tested or not shown.

cpd | Molecule | STAT1 inh | STAT3 act | APP transl inh | G6PDH CS | Diaphorase act | STAT1 activator | Hsp70 act | Diaph inh CS | TLR4 MyD88 comp | STAT3 inh
1 | CCCCN(CCCNC(=O)C1CCCN(S(=O)(=O)CC)C1)Cc1ccccc1 (centres undefined) | -4 | 106 | . | 1 | 0.8 | 104 | -0.3 | 16 | 4 | -1
2 | Cc1ccc(S(=O)(=O)c2c(C)nn(C(C)(C)C)c2OC(=O)C(C)(C)C)cc1 | 1 | 104 | -15 | 4 | 0.9 | 99 | -0.1 | 13 | -12 | -3
3 | Cc1cc(C)cc(OCC(O)CN2C(=O)NC(C)(C)C2=O)c1 (centres undefined) | 4 | 102 | . | 4 | 0.9 | 96 | -0.1 | 8 | -4 | 7
4 | O=C(CCN1C(=O)C2C3C=CC(C3)C2C1=O)NCCN1CCCc2ccccc21 (centres undefined) | -3 | 110 | -8 | 11 | 0.9 | 103 | -0.1 | 6 | 4 | -6
5 | Cn1c(=O)c2c(nc(SCCN3CCOCC3)n2Cc2ccccc2Cl)n(C)c1=O | -3 | 99 | -5 | -5 | 1.1 | 103 | 0.1 | -6 | -16 | 6
6 | COc1ccc(/C=N/NC(=O)c2cccc(NC(=O)c3ccccc3Cl)c2)c(OC)c1 | 4 | 99 | -2 | 3 | 0.7 | 94 | 0.5 | 27 | 6 | 12
7 | Brc1ccc2c(c1)C(c1cccnc1)=NNC(c1cccs1)=N2 | -2 | 100 | -3 | -9 | 0.8 | 102 | -0.4 | 16 | 20 | -1
8 | CC(=O)NC(=S)Nc1sc2c(c1C(N)=O)CCC(C)C2 (centres undefined) | -37 | 98 | -65 | 4 | 0.6 | 132* | -0.1 | 37 | 3 | 5
9 | COc1cc(C2C(C(=O)c3ccc(C)o3)=C(O)C(=O)N2CCc2ccccc2)ccc1O (centres undefined) | 0 | 107 | -5 | 11 | 0.8 | 100 | -0.1 | 16 | -2 | -8
10 | COc1ccc(CN(C)CC(=O)NC(C)c2ccccc2)cc1OC (centres undefined) | -1 | 111 | -2 | 2 | 0.9 | 100 | -0.1 | 7 | -3 | -9
11 | CO[C@@]1(NC(=O)Cc2cccs2)C(=O)N2C(C(=O)O)=C(COC(N)=O)CS[C@@H]21 | -10 | 105 | -13 | 14 | 0.9 | 109 | -0.2 | 5 | -11 | -3
12 | Cc1nn(-c2ccccc2)c(C)c1/C=N/NC(=O)c1cc(-c2cccs2)[nH]n1 | -1 | 128 | 93* | -18 | 0.8 | 101 | 0.6 | 22 | -10 | -37
13 | CCOC(=O)c1sc2nc(CC(=O)OC)nc(NCC(=O)OC)c2c1C | -8 | 94 | 1 | 11 | 1.1 | 108 | 0.8 | -8 | 8 | 10
14 | NS(=O)(=O)c1ccc(CNC(=O)/C=C/c2ccccc2)cc1 | 5 | 96 | -12 | 6 | 1 | 95 | -0.2 | -1 | -12 | 9
15 | Cc1ccc(-c2csc(NC(=O)/C=C/c3cccs3)n2)cc1C | 6 | 92 | -1 | -31 | 0.8 | 94 | -0.3 | 21 | -2 | 8
16 | O=C(O)c1ccc2c(c1)N(Cc1ccc(F)cc1)C(=O)c1ccccc1S2 | 6 | 101 | 2 | 7 | 0.9 | 94 | -0.3 | 10 | -9 | 1
17 | Cc1ccc(S(=O)(=O)N(C)CCCC(=O)N2CCOCC2)cc1 | -1 | 102 | -3 | 2 | 0.9 | 101 | 0.2 | 7 | 4 | 4
18 | COc1ccc(S(=O)(=O)N(C)C2CCN(C)CC2)cc1 | -3 | 107 | 4 | 24 | 0.8 | 102 | 0.1 | 17 | 8 | -3
19 | CSCCC(NC(=O)C12CC3CC(CC(C3)C1)C2)C(=O)OCC(=O)c1ccc(Cl)cc1 (centres undefined) | 2 | 99 | 1 | 5 | 1 | 98 | -0.3 | 4 | -14 | 8
20 | O=C1NC(c2ccccc2)=C(c2nc3ccccc3s2)C(c2ccc(F)cc2)N1 (centres undefined) | -3 | 95 | 2 | 9 | 0.9 | 103 | -0.3 | 6 | 4 | 10
21 | CCCCN1C(=O)c2ccc(C(=O)Nc3cccnc3)cc2C1=O | 9 | 111 | 8 | 6 | 0.9 | 92 | -0.2 | 14 | -1 | -10
22 | Cc1ccc(NC(=O)CSc2nnc(-c3ccncc3)n2C)cc1S(=O)(=O)N1CCOCC1 | -8 | 97 | -23 | 7 | 1 | 107 | 0.0 | 0 | -16 | 5
23 | CC1(C)CC(=O)C(C=Nc2ccc(Cl)cn2)=C(O)C1 | -1 | 98 | -12 | 6 | 1.1 | 101 | -0.1 | -14 | 8 | 9
24 | NC(=NC(=O)c1ccccc1)N1N=CCC1c1ccccc1 (centres undefined) | -3 | 108 | -11 | -3 | 1 | 100 | -0.2 | 0 | 9 | -4
25 | CCCCN1C2CCCC1CC(NC(=O)c1ccc(OC)c(OC)c1)C2 (centres undefined) | 0 | 105 | -3 | 2 | 0.9 | 100 | 0.1 | 11 | -1 | -3
26 | CC(C)=CCN1CCN(Cc2ccc3nsnc3c2)CC1CCO (centres undefined) | -6 | 110 | -8 | 6 | 1.1 | 104 | -0.1 | -9 | -2 | -6
27 | Nc1nc2ccccc2nc1N | -6 | 110 | -10 | 28 | 1 | 104 | -0.1 | 2 | -3 | -5
28 | COc1ccc(/C=N/N2C(=O)CSC2=S)cc1 | 5 | 97 | 30 | -3 | 0.9 | 96 | -0.4 | 12 | -13 | 2
29 | CCCCn1c(N)c(-c2nc3ccccc3s2)c2c([N+](=O)[O-])nn(CC)c(=O)c21 | 1 | 94 | -5 | 2 | 0.9 | 99 | -0.6 | 6 | -5 | 14
30 | CCOc1ccccc1C(=O)N1CCN=C1SCc1cccnc1 | -2 | 105 | 3 | -2 | 0.8 | 102 | -0.2 | 21 | 9 | -2

For reference, 3 of the compounds above:
cpd | Molecule | STAT1 inh | STAT3 act | APP transl inh | G6PDH CS | Diaphorase act | STAT1 activator | Hsp70 act | Diaph inh CS | TLR4 MyD88 comp | STAT3 inh
1 | CCCCN(CCCNC(=O)C1CCCN(S(=O)(=O)CC)C1)Cc1ccccc1 (centres undefined) | -4 | 106 | . | 1 | 0.8 | 104 | -0.3 | 16 | 4 | -1
2 | Cc1ccc(S(=O)(=O)c2c(C)nn(C(C)(C)C)c2OC(=O)C(C)(C)C)cc1 | 1 | 104 | -15 | 4 | 0.9 | 99 | -0.1 | 13 | -12 | -3
3 | Cc1cc(C)cc(OCC(O)CN2C(=O)NC(C)(C)C2=O)c1 (centres undefined) | 4 | 102 | . | 4 | 0.9 | 96 | -0.1 | 8 | -4 | 7

Additional structures
cpd | Molecule | STAT1 inh | STAT3 act | APP transl inh | G6PDH CS | Diaphorase act | STAT1 activator | Hsp70 act | Diaph inh CS | TLR4 MyD88 comp | STAT3 inh
31 | Cn1cnnc1SCc1ccc(C(=O)N=Nc2c(O)n(C)c3ccccc23)cc1 | 4 | 88 | 4 | 5 | 0.8 | 96 | -0.5 | 18 | -20 | 14
32 | CC(CN1C(C)CCCC1C)OC(=O)c1ccc(Cl)cc1Cl (centres undefined) | -4 | 100 | -25 | 1 | 1 | 103 | 0.0 | 2 | -20 | 2
33 | Cc1cnc(C(=O)Nc2nnc(C)s2)cn1 | -2 | 99 | 14 | 11 | 1 | 102 | -0.3 | 3 | -12 | 4
34 | Cc1ccc(-c2csc3n[nH]c(=S)n23)cc1 | 8 | 87 | -4 | -1 | 0.7 | 93 | -0.2 | 32 | -8 | 19
35 | CC1CN(S(=O)(=O)c2ccc(C(=O)Nc3ccc(S(=O)(=O)Nc4nccs4)cc3)cc2)CC(C)O1 (centres undefined) | -6 | 98 | -1 | -10 | 0.9 | 105 | -0.3 | 13 | 10 | 1
36 | O=C(CNC(=O)c1ccccc1)NCC(=O)OCc1ccc(Cl)cc1 | -2 | 104 | -6 | 13 | 1 | 102 | -0.1 | 4 | -8 | 6
37 | CCn1c(=O)c2cc(C(=O)N3CCOCC3)sc2c2ccccc21 | 4 | 103 | -22 | 4 | 0.8 | 96 | 0.4 | 20 | 2 | 5
38 | CC(C)c1nc2sc3c(NCc4ccccc4)ncnc3c2c2c1COC(C)(C)C2 | 6 | 113 | -7 | -3 | 0.4 | 94 | -0.2 | 58* | -9 | -19
39 | O=C(c1ccc2c(c1)OCO2)N(c1ccc(Cl)cc1)C1C=CS(=O)(=O)C1 (centres undefined) | -9 | 96 | 6 | -1 | 0.9 | 109 | -0.2 | 6 | -1 | 10
40 | Cc1ccc(N2C(=O)CN(Cc3sccc3C)C2=S)cc1C | 4 | 103 | 7 | -5 | 1 | 96 | -0.5 | 2 | -8 | 0
41 | COCCNC(=O)CSCc1c(F)cccc1Cl | 1 | 101 | 4 | 1 | 1 | 99 | -0.2 | 3 | -21 | 1
42 | CC(C)(O)C#Cc1ccc(C(=O)NCCC(=O)O)s1 | -5 | 95 | -6 | 0 | 1 | 102 | 0.1 | -2 | 1 | 10
43 | Cc1c(C(=O)N2CCc3ccccc32)cnn1C | -3 | 100 | 14 | 1 | 1 | 102 | 0.0 | -1 | -8 | 2
44 | OCCOCCNc1ncnc2c1cnn2-c1ccc(Cl)cc1 | -63 | 96 | -140 | 3 | 0.9 | 157* | -0.1 | 8 | -1 | 10
45 | CCOC(=O)c1[nH]c2cc(OC)c(OC)cc2c1NC(=O)c1ccc2c(c1)OCO2 | -5 | 97 | 0 | 7 | 0.9 | 105 | -0.3 | 6 | -5 | 9
46 | O=C(O)c1cc(=O)c2c(OCC(O)COc3cccc4oc(C(=O)O)cc(=O)c34)cccc2o1 | -4 | 100 | -3 | 5 | 0.9 | 103 | 0.2 | 10 | 10 | 3
47 | Cc1ccc(NC(=O)CCC(=O)NNC(=O)CCc2ccccc2)c(C)c1 | -9 | 125 | -8 | 8 | 1 | 107 | -0.1 | 3 | -5 | -28
48 | O=C(NCCCn1ccnc1)c1cc(-c2ccc3c(c2)OCO3)on1 | -9 | 100 | 1 | -15 | 0.9 | 108 | -0.3 | 7 | -9 | 6
49 | Cc1ccc(C(C(=O)NC2CCCC2)N(Cc2ccco2)C(=O)CCC(=O)Nc2ccccn2)cc1 (centres undefined) | 2 | 101 | -4 | -6 | 0.9 | 98 | -0.4 | 14 | 11 | 8
50 | CCC(=O)c1ccc(OCC(=O)NC2(C#N)CCCCC2)cc1 | 0 | 109 | 4 | 3 | 0.9 | 98 | 0.0 | 11 | -4 | -8
